Screening results deposited in PubChem by several laboratories.
M4 antag = human M4 muscarinic receptor antagonists, primary screen, CHO cells, Fluo-8 calcium fluorescence; CHO-hM4 cells, ACh EC80; inhibition, % at 3 µM; hit rate 0.73% among 360,000;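 active = inhibition above its plate's cutoff, the mean inhibition of sample wells plus 3 SD, cut at about 27% in these data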;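 also: 0% = acetylcholine EC80 with DMSO and 100% = DMSO without agonist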
Target sequence (P08173 whole entry, looked up): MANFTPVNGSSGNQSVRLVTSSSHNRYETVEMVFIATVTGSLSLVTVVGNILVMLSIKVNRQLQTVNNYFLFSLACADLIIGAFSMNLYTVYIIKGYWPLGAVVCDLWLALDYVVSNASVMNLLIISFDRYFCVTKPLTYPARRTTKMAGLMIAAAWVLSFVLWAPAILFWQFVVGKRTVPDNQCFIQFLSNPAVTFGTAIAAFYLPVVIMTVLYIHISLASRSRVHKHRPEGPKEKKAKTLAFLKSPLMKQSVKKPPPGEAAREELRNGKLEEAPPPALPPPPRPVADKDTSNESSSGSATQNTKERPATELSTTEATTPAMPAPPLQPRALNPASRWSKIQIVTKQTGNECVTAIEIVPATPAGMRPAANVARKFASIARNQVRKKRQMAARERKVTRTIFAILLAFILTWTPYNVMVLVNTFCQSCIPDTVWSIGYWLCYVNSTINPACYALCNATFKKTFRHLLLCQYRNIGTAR
M5 antag = human M5 muscarinic receptor antagonists, primary screen, CHO cells, Fluo-8 calcium fluorescence; Muscarinic acetylcholine receptor M5 (Homo sapiens), P08912; hit rate 0.59% among 360,000; CHO-hM5 cells, ACh EC80; inhibition, % at 3 µM;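 active = inhibition above a per-plate cutoff, the mean of that plate's test compounds plus 3 SD, cut at about 27% in these data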;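 also: 0% = acetylcholine EC80 with DMSO and 100% = DMSO without agonist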
Target sequence (P08912 whole entry, looked up): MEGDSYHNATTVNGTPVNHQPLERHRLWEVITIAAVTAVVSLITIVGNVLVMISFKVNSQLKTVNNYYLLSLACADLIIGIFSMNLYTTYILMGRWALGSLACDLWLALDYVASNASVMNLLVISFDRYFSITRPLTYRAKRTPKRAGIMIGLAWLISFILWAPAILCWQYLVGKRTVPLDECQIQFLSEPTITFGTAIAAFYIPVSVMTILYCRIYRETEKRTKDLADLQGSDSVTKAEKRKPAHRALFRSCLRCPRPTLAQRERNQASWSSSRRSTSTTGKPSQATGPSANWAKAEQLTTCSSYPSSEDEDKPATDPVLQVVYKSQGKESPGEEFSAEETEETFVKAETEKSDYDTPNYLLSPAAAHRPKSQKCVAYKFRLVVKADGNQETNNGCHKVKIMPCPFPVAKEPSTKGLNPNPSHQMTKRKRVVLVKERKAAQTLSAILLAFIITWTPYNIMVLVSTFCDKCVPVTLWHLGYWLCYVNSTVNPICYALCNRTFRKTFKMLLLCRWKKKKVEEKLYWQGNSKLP
M4 PAM = human M4 muscarinic receptor positive allosteric modulators, primary screen, CHO-K1 cells, Fluo-8 calcium fluorescence. Muscarinic acetylcholine receptor M4 (Homo sapiens), P08173. CHO-K1 hM4/Gqi5, ACh EC20; 0% = ACh EC20, 100% = maximal ACh. activation, % at 3 µM. hit rate 0.4% among 360,000. AID 624126, 2012;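 active = activation above its plate's cutoff, the mean activation of sample wells plus 3 SD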; also: some results filed as inactive read as strong as hits
CHRM5 PAM = human M5 muscarinic receptor positive allosteric modulators, primary screen, CHO-K1 cells, Fluo-8 calcium fluorescence; Muscarinic acetylcholine receptor M5 (Homo sapiens), P08912; CHO-K1 hM5, ACh EC20 PAM; 0% = ACh EC20, 100% = ACh EC100; activation, % at 3 µM; hit rate 0.3% among 360,000; AID 624038, 2012;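 active = activation above the run cutoff, the mean activation of all test compounds plus 3 SD, cut at about 18% in these data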
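Replicates: One well per compound, no replicates | System: Human M5 receptor in CHO-K1 cells | Benchmarks: Low control EC20 acetylcholine (0%), high control EC100 acetylcholine (100%) | Probe or stimulus: Acetylcholine, EC20 level | Times: Fluo-8 loading 80 min at 37 °C plus 30 min room temperature | Signal: Intracellular calcium via Fluo-8 fluorescence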
M1 PAM = human M1 muscarinic receptor positive allosteric modulators, primary screen, CHO-K1 cells, Fluo-8 calcium fluorescence, 1536-well | Muscarinic acetylcholine receptor M1 (Homo sapiens), P11229 | AID 588819, 2011 | CHO-K1 hM1, ACh EC20; 0% = ACh EC20, 100% = maximal ACh | hit rate 0.088% among 360,000 | activation, % at 3 µM; in the data active = activation above about 19%, passing the limit was not always enough
M4 ag = human M4 muscarinic receptor agonists, primary screen, CHO-K1 cells, Fluo-8 calcium fluorescence; activation, % at 3 µM; Muscarinic acetylcholine receptor M4 (Homo sapiens), P08173; hit rate 0.14% among 360,000; CHO-K1 hM4/Gqi5; vehicle 0%, full acetylcholine response 100%;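 active = activation above the run mean over all test wells plus 3 SD, cut at about 32% in these data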;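 also: peak over basal fluorescence ratio per well then scaled between controls; 0% = DMSO wells and 100% = acetylcholine at EC100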
M5 ag = human M5 muscarinic receptor agonists, primary screen, CHO-K1 cells, Fluo-8 calcium fluorescence | activation, % at 3 µM | CHO-K1 hM5 cells; 0% DMSO wells, 100% maximal acetylcholine response | AID 624037, 2012 | Muscarinic acetylcholine receptor M5 (Homo sapiens), P08912 | hit rate 0.19% among 360,000;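 active = activation above the run's mean over test compounds plus 3 SD, cut at about 23% in these data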;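 also: signal is peak over basal fluorescence ratio across the kinetic read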
CHRM1 antagonist = human M1 muscarinic receptor antagonists, primary screen, CHO-K1 cells, Fluo-8 calcium fluorescence, 1536-well | AID 588852, 2011 | Muscarinic acetylcholine receptor M1 (Homo sapiens), P11229 | hit rate 1.3% among 360,000 | CHO-K1 hM1, ACh EC80 antagonist | inhibition, % at 3 µM;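 active = percent inhibition above its own plate's cutoff, namely the mean of that plate's compound wells plus 3 SD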;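 also: peak over basal fluorescence ratio during 140 s after agonist addition; 0% = ACh EC80 plus DMSO and 100% = DMSO alone without agonist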
CRFBP-R2 agonist = agonists of CRF-BP/CRF-R2 complex, primary screen, cell-based, HEK293, calcium dye fluorescence, uHTS | hit rate 0.46% among 350,000 | activation, % at 13.2 µM | calcium dye fluorescence (FLIPR); percent of saturating CRF peptide response;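 active = activation of at least 50%, plus an integration ratio under a set limit after plate pattern correction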;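 also: plate controls were neutral control wells without compound for no effect and CRF at EC100 for full effect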
Numbers without * were called inactive; / = no result given.

SMILES | M4 antag | M5 antag | M4 PAM | CHRM5 PAM | M1 PAM | M4 ag | M5 ag | CHRM1 antagonist | CRFBP-R2 agonist
c1ccc(CCNCCCOc2cccc3ccccc23)cc1 | 22 | -7 | -10 | -7 | 2 | 13 | -10 | 0 | 0.1
C=CCNC(=O)c1oc2ccc(S(=O)(=O)N(CC)CC)cc2c1C | 4 | 6 | 2 | -5 | 5 | 5 | 0 | -9 | -3.9
Cc1cc(C)c2c(c1)cc(C)c1nnc(SCC(=O)Nc3cc(C)on3)n12 | 5 | 2 | -5 | -8 | -3 | 1 | 3 | 8 | -3.1
CCOC(=O)c1c(C)c(C(=O)Nc2ccc3c(c2)OCCO3)c(C)n1C | -7 | 2 | -4 | -2 | 6 | 0 | -1 | -7 | -1.6
CCOC(=O)C(NCc1ccco1)(NC(=O)c1ccc(OC)cc1)C(F)(F)F (stereo not given) | -6 | -3 | 0 | 2 | -2 | 1 | -4 | 1 | -3.7
Fc1ccccc1Cn1nnc2c(-n3ccnc3)ncnc21 | -6 | 5 | 1 | -11 | 7 | 1 | -6 | -8 | -1.6
Cc1cccc(C(=O)NC(=S)NNC(=O)c2ccccc2Cl)c1 | 5 | 7 | -8 | -17 | -25 | 40* | 46* | 27 | 152*
COc1ccc(NC2CCCN(C(=O)CSc3ccncc3)C2)cc1 (stereo not given) | 11 | 5 | -6 | -4 | -4 | 0 | -4 | 15 | -0.1
CCN(CC)S(=O)(=O)c1ccc(NC(=O)CO/N=C(\N)c2ccccc2)cc1 | -9 | 4 | -1 | 0 | 5 | 2 | 3 | -8 | 1.8
O=c1[nH]c(CN2CCN(S(=O)(=O)c3ccccc3C(F)(F)F)CC2)nc2sc3c(c12)CCCC3 | -1 | -5 | -2 | 2 | 2 | 1 | -2 | -6 | -1.1
CCOC(=O)C(NC(=O)CC(C)C)(Nc1sc2c(c1C(N)=O)CCCC2)C(F)(F)F (stereo not given) | -3 | -9 | 8 | 7 | 10 | 0 | -3 | -11 | -2.6
Cc1nnc(SC(C)C(=O)NC2CCCCC2C)n1N (stereo not given) | 1 | 5 | -4 | 5 | 6 | 0 | -2 | -3 | -1.6
CCCCNC(=O)/C(=C/c1ccco1)NC(=O)c1ccco1 | 0 | 3 | 3 | -6 | 2 | 0 | 2 | -6 | 0.9
CNS(=O)(=O)c1cccc(C(=O)OC2CCOC2=O)c1 (stereo not given) | -2 | 0 | -4 | 3 | -1 | 2 | -1 | 0 | 2.1
O=C(Cn1c(=O)n(CC2CCCO2)c(=O)c2ccccc21)N1CCN(c2ccccc2)CC1 (stereo not given) | -2 | -9 | 11 | -4 | -8 | 0 | 2 | -12 | 1.2
COc1cccc(-n2cc(C(=O)NCCCOC(C)C)c3ccccc3c2=O)c1 | 3 | 5 | 1 | 3 | 2 | 5 | 1 | 7 | 0.1
CCCc1nc2ccccc2n1C(CCSC)C(=O)NC(C)(C)C (stereo not given) | -4 | -9 | 17 | 4 | / | 1 | -1 | / | /
Cc1cccc(C(=O)NNS(=O)(=O)c2ccc(F)cc2)c1O | -1 | -3 | -10 | 0 | 9 | 6 | 8 | -12 | -1.2
CCOC(=O)C(Cc1ccccc1)C(=O)Nc1cccc(C)c1 (stereo not given) | -2 | -3 | -1 | 4 | 6 | 2 | 1 | -2 | 0.5
CCN1CCN(c2ccc(S(=O)(=O)N3CCOCC3)cc2NC(=O)/C=C/c2cccc(OC)c2OC)CC1 | -8 | -6 | 16 | 8 | 4 | 1 | 2 | 2 | 0.2
Cc1onc(-c2ccc(Cl)cc2Cl)c1-c1csc(N/N=C/c2ccccc2)n1 | 0 | 2 | -10 | -3 | 1 | 0 | -1 | -3 | -0.3
O=C(CN1C(=O)C2CC=CCC2C1=O)Nc1ccc(-c2nnc3n2CCCCC3)cc1 (stereo not given) | 10 | -6 | 1 | 1 | 5 | 1 | 0 | -3 | 0.7
O=C(CCn1c(=O)[nH]c2ccsc2c1=O)N1CC(=O)N(CCc2ccccc2)C(=O)C1 | 5 | -1 | 2 | 5 | 13 | 1 | -2 | -5 | 1.1
COc1ccc(CN2CC(C(=O)NCc3ccccn3)CC2=O)cc1 (stereo not given) | 1 | -4 | 5 | 0 | 3 | 0 | -1 | 7 | 4.5
CC(=O)c1ccc(NC(=O)CSc2nc(C)cc(C)c2C(N)=O)cc1 | 3 | 9 | 7 | -3 | 0 | 1 | -1 | 2 | 0.4
COc1cc(-n2c(C)nc3cc(C(=O)O)ccc32)cc(OC)c1OC | -6 | 2 | -6 | -4 | 5 | 7 | 2 | -3 | 1.4
Cc1cccc(C(=O)Nc2ccc(O)cc2)c1 | -6 | -6 | 2 | -4 | -8 | 1 | -3 | 18 | -1.5
N#Cc1ccc(C(=O)OCC(=O)N2CCCC2)cc1 | 10 | 1 | -3 | 3 | 7 | 0 | -2 | -8 | 0.3
CCOc1ccccc1N1C(=O)c2ccc(C(=O)O)cc2C1=O | 3 | 1 | 12 | -1 | 6 | 1 | -1 | -9 | -0.6
CCN(CC)c1ccc2cc(NC(=O)CCC(=O)O)c(=O)oc2c1 | -6 | -2 | 8 | -1 | 6 | 2 | -1 | -9 | 88*
COC(=O)COc1ccc(C)cc1-n1nc2ccccc2n1 | -3 | 2 | -3 | 2 | 14 | 1 | -1 | -9 | -3.9
Cc1ccc(S(=O)(=O)N2CC(O)CC2C(=O)Nc2ccc3c(c2)CCC3)cc1 (stereo not given) | 1 | -5 | 8 | 4 | 13 | 1 | -6 | -12 | -1.2
C#CCOCCOCCOCCNc1nc(N2CCN(C(=O)[C@H](CCC(=O)O)n3cc(C(N)CC(C)C)nn3)CC2)nc(N2CCN(C(=O)[C@H](CCC(=O)O)n3cc(C(N)CC(C)C)nn3)CC2)n1 (stereo not given in full) | -4 | -4 | 10 | 12 | -3 | 1 | 4 | 6 | 0.2
COc1ccccc1C(=O)C1CCCN(C(=O)c2snnc2C)C1 (stereo not given) | -12 | 0 | 7 | 8 | 7 | 2 | -3 | -3 | 1.8
NS(=O)(=O)c1ccc(CNC(=O)c2cccnc2Cl)cc1 | -7 | 3 | -3 | 5 | 9 | 0 | -1 | -2 | 2.8
COc1ccc(C(=O)OCC(=O)Nc2sccc2C(N)=O)cc1[N+](=O)[O-] | -8 | 8 | -6 | -12 | -16 | 17 | 6 | 26 | -0.3

Grouped by structure, the compounds so far containing a thiophene ring, fused or not.
SMILES | M4 antag | M5 antag | M4 PAM | CHRM5 PAM | M1 PAM | M4 ag | M5 ag | CHRM1 antagonist | CRFBP-R2 agonist
O=c1[nH]c(CN2CCN(S(=O)(=O)c3ccccc3C(F)(F)F)CC2)nc2sc3c(c12)CCCC3 | -1 | -5 | -2 | 2 | 2 | 1 | -2 | -6 | -1.1
CCOC(=O)C(NC(=O)CC(C)C)(Nc1sc2c(c1C(N)=O)CCCC2)C(F)(F)F (stereo not given) | -3 | -9 | 8 | 7 | 10 | 0 | -3 | -11 | -2.6
O=C(CCn1c(=O)[nH]c2ccsc2c1=O)N1CC(=O)N(CCc2ccccc2)C(=O)C1 | 5 | -1 | 2 | 5 | 13 | 1 | -2 | -5 | 1.1
COc1ccc(C(=O)OCC(=O)Nc2sccc2C(N)=O)cc1[N+](=O)[O-] | -8 | 8 | -6 | -12 | -16 | 17 | 6 | 26 | -0.3

The list goes on:
SMILES | M4 antag | M5 antag | M4 PAM | CHRM5 PAM | M1 PAM | M4 ag | M5 ag | CHRM1 antagonist | CRFBP-R2 agonist
Cc1cccc(C)c1NC(=S)NC(=O)c1ccc(Br)o1 | 2 | 13 | -10 | -1 | 3 | 0 | -5 | -4 | -0.9
CC(=O)c1cnc(Nc2nc(C)c3cc(C)c(C)cc3n2)nc1C | -2 | -4 | 5 | -6 | 2 | 0 | -1 | 2 | 0.0
O=[N+]([O-])c1ccc(Sc2nnnn2-c2ccccc2)c(Cl)c1 | 0 | -7 | -8 | -17 | -2 | -1 | -7 | 6 | -5.7
CN1CCN(c2ccc(S(=O)(=O)N3CCCCC3)cc2NC(=O)c2ccc3ccccc3c2)CC1 | 5 | 6 | -10 | 0 | 2 | 5 | -1 | -8 | 0.6
O=C(COc1ncnc2c(Cl)cc(Cl)cc12)NC1CCCCCC1 | -6 | -5 | 0 | 5 | 4 | 1 | -3 | -24 | -1.3
O=C(CN1CCN(Cc2ccccc2)CC1)NCc1ccccc1Cl | 5 | -1 | -7 | 11 | 16 | 1 | -7 | -17 | -1.1
O=C(Cn1c(=O)c2cccn2c2ccc(F)cc21)NCCCN1CCN(c2ccccc2F)CC1 | 1 | 2 | -1 | 7 | 6 | 1 | -6 | -2 | -1.2
COc1ccc(C2C(C(C)=O)=C(C)Nc3ncnn32)cc1OC (stereo not given) | -6 | -3 | 6 | 7 | 7 | 1 | -2 | -12 | -0.4
O=C(Nc1ccccn1)NC1CCCCC1 | -12 | 5 | 9 | 2 | 9 | 2 | -1 | -9 | 2.2
CC(=O)NC(c1cccc(F)c1)c1nc(/C=C/c2ccccc2)cs1 (stereo not given) | -17 | -4 | 8 | -2 | 7 | 3 | -1 | -12 | /
CCC1CN(C(=O)NCc2ccc(F)cc2)c2ccccc2O1 (stereo not given) | -2 | 8 | -4 | -6 | 8 | 0 | -5 | -15 | -1.9
Cc1ccc(S(=O)(=O)N(CC2CO2)c2cccc([N+](=O)[O-])c2)cc1 (stereo not given) | -10 | 2 | -8 | 12 | 4 | 1 | -4 | -10 | -0.8
NNc1nc2sc3c(c2c(=O)n1C1CCCCC1)CCN(Cc1ccccc1)C3 | -8 | 8 | 2 | -5 | 6 | 11 | 3 | -9 | 1.0
Cc1ccc(SCC(=O)NNC(=O)C2CCCCC2)cc1 | -3 | 2 | 1 | -4 | 13 | 1 | 1 | -14 | -2.6
Cc1ccc(CNc2ccc3c(c2)ncn3C)cc1 | -4 | -2 | -8 | -3 | 0 | 1 | -2 | 14 | -1.2
CC(C)(C)C(=O)Nc1cc(S(=O)(=O)Nc2ccc(Cl)cc2)ccc1Cl | 7 | 9 | -6 | -6 | 1 | 2 | 4 | -4 | -1.6
Cc1cccc(N(C(=O)c2sc(C)nc2C)C(C(=O)NCc2ccco2)c2ccccc2)c1 (stereo not given) | 4 | 2 | 4 | -1 | 0 | 1 | 0 | -2 | -0.8
Nc1ccc2nc(-c3cccs3)[nH]c2c1 | 10 | 9 | -5 | -6 | -2 | 0 | -1 | -18 | -0.9
COc1cccc(NC(=O)COc2cccc(-n3cnnn3)c2)c1 | 5 | 7 | -2 | -2 | -5 | 3 | -1 | 21 | -1.1
COc1cc(N=Nc2ccc3ccccc3c2)ccc1O | 4 | 17 | -3 | -7 | 5 | 1 | -8 | -13 | -0.7
Cc1ccc(-c2noc(CN3C(C)CCCC3C)n2)cc1 (stereo not given) | 9 | -1 | -2 | -1 | 22 | 0 | 2 | -16 | 0.4
O=C(CNCc1ccccc1)Nc1ccc(Oc2ccccc2)cc1 | 5 | -8 | -6 | 11 | 4 | 2 | -4 | -4 | 0.3
